# NPY-Y1 PAM-ag: NPY-Y1 receptor potentiators or agonists, primary screen, cell-based; 220,000 tested, 0.37% active; AID 1304, 2008; NPY-Y1 expressing cells, potentiator/agonist activation; Neuropeptide Y receptor type 1 (Homo sapiens), P25929; activation, % at 3.6 µM; in the data active = activation above about 33%, passing the limit was not always enough;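 also: cells stimulated with NPY at EC10 then isoproterenol at EC100; 0% = low agonist plus stimulus and 100% = saturating agonist plus stimulus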
# Target sequence (P25929 whole entry, looked up): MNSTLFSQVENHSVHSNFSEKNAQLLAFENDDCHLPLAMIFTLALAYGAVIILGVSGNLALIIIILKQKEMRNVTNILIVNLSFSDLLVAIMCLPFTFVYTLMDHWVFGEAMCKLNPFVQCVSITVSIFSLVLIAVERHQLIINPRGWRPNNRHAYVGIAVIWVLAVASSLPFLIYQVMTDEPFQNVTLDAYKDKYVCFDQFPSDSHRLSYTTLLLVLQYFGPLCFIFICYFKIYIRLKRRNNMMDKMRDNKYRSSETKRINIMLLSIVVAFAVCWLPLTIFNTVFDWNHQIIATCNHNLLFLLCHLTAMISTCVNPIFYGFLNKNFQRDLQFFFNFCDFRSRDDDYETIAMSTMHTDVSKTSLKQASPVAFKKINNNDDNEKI
# Ba/F3 V617F tox: reduced viability of JAK2V617F-dependent Ba/F3 cells, primary screen, JAK2V617F inhibitor project, cell-based, Ba/F3 EpoR-JAK2V617F, luminescence; ATP luminescence; inhibition, % at 5.6 µM; 220,000 tested, 1.1% active; AID 1446, 2008;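 active = inhibition above the campaign mean plus 3 SD over all tested compounds, cut at about 24% in these data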;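 also: cytokine-independent growth of Ba/F3 cells driven by EpoR plus mutant JAK2; 0% = DMSO-treated cells and 100% = JAK inhibitor I control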
# S1P4 antagonist: S1P4 receptor antagonists, primary screen, cell-based. 220,000 tested, 0.26% active. AID 1510, 2009. Sphingosine 1-phosphate receptor 4 (Homo sapiens), O95977. S1P4-expressing cells, antagonist mode, reporter read-out. inhibition, % at 4.98 µM; in the data active = inhibition above about 29%;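 also: 0% = wells stimulated with agonist and 100% = vehicle wells without agonist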
# BaF3 tox: parental Ba/F3 cell viability inhibition, counter-screen for JAK2V617F inhibitor project, murine pro-B, CellTiter-Glo luminescence. CellTiter-Glo ATP luminescence. AID 1486, 2009. inhibition, % at 5.6 µM. 220,000 tested, 1.1% active;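 active = inhibition above a per-campaign cutoff, the mean inhibition of all tested compounds plus 3 SD, cut at about 27% in these data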;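 also: 0% = DMSO wells and 100% = JAK Inhibitor I control wells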
# NPY-Y2 PAM-ag: NPY-Y2 potentiators or agonists, primary screen, cell-based; Neuropeptide Y receptor type 2 (Homo sapiens), P49146; cells expressing NPY-Y2, potentiator/agonist read-out; activation, % at 3.6 µM; 220,000 tested, 0.45% active; AID 1359, 2008; in the data active = activation above about 27%;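 also: cells stimulated with NPY near EC25 plus isoproterenol at EC100; 0% = vehicle plus submaximal agonist and 100% = vehicle plus saturating agonist; some results beyond the cut were filed as inactive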
# Target sequence (P49146 whole entry, looked up): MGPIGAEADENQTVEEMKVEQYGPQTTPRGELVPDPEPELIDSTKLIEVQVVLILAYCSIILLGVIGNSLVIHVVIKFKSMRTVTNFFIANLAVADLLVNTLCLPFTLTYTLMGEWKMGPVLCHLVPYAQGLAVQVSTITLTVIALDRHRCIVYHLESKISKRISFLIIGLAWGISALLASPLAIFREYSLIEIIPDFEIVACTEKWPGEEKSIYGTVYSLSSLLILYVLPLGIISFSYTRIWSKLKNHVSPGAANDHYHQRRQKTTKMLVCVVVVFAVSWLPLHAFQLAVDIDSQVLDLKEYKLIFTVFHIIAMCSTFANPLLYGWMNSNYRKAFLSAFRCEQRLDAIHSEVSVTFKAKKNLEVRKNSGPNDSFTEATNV
# S1P4 agonist: S1P4 receptor agonists, primary screen, cell-based | S1P4-expressing cell line, agonist reporter assay | AID 1509, 2009 | 220,000 tested, 0.35% active | activation, % at 4.98 µM; in the data active = activation above about 11%;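 also: 0% = DMSO vehicle and 100% = reference agonist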
# NPY-Y1 antag: NPY-Y1 receptor antagonists, primary screen, cell-based; HEK293-CNG Y1 cells, membrane potential fluorescence; NPY at EC95, then isoproterenol; Neuropeptide Y receptor type 1 (Homo sapiens), P25929; inhibition, % at 3.6 µM; 200,000 tested, 1% active;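 active = inhibition above the campaign mean inhibition of all tested compounds plus 3 SD, cut at about 20% in these data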;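 also: 0% = DMSO wells given NPY plus isoproterenol and 100% = isoproterenol alone without NPY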
#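 Test system: HEK293 cells co-expressing NPY Y1 receptor and cyclic-nucleotide gated channel; Also added: NPY (25 nM), isoproterenol (1 µM), Ro 20-1724 (25 µM); Compound dosing: one concentration, 3.6 µM, in 0.4% DMSO; Timing: dye 3 h, compound 60 min room temperature, stimulation 45 min; Technique: Membrane-potential fluorescent dye readout.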
# CHOP inh: inhibitors of CHOP promoter induction, primary screen, cell-based, unfolded protein response, luciferase reporter; inhibition, % at 10 µM; 220,000 tested, 3.8% active; CHO-K1 CHOP-promoter luciferase, tunicamycin-induced, 15-18 h; AID 2732, 2010;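 active = compounds that reduced the stress-induced luciferase reporter signal by more than about 70% of percent inhibition, limit read from the data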;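 also: 0% = tunicamycin plus vehicle and 100% = wells without tunicamycin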
# NCF1 inh: p47phox/p22phox peptide binding inhibitors, primary screen, biochemical, uHTS, NADPH oxidase regulatory subunit. 220,000 tested, 0.53% active. fluorescence polarization, 2 h. inhibition, % at 24.7 µM. AID 1274, 2008;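 active = inhibition above about 30%, limit read from the data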;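 also: 0% = p47phox with labelled peptide and 100% = labelled peptide alone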
# The depositor's hits bear a star; . = no result given.
SMILES,NPY-Y1 PAM-ag,Ba/F3 V617F tox,S1P4 antagonist,BaF3 tox,NPY-Y2 PAM-ag,S1P4 agonist,NPY-Y1 antag,CHOP inh,NCF1 inh
CCc1ccc(N2CSC3=C(C#N)C(c4cccs4)CC(=O)N3C2)cc1 (centres undefined),-14,-2,-5,0,0,1.7,0,0,-18
Cc1ccccc1-c1nc(CN2CCSCC2)c(C)o1,7,-4,-9,6,-1,-0.5,2,32,8
CCOC(=O)c1cc(-c2cccs2)nn1CCC#N,-1,0,2,4,1,1.2,-4,-1,-3
Cc1ccc(NC(=O)CN(C)C(=S)NC2CC2)cc1,-1,2,-6,3,6,1.7,-3,5,0
CCCCCC(=O)NC(=S)Nc1ccccc1C(=O)OC,-22,-1,-6,5,-28,2.4,11,25,-5
N#Cc1ccccc1/C=N/Nc1nc(-c2ccccc2)c2cc(Cl)ccc2n1,2,-3,4,2,6,0.6,2,89*,-6
COC(=O)CNC(=O)C1CCCN1C(=O)CNC(=O)OC(C)(C)C (centres undefined),16,-2,4,1,-14,-1.6,1,-6,-11
COc1ccccc1CNC(=O)C1CC(c2cccc([N+](=O)[O-])c2)=NO1 (centres undefined),-21,0,-10,5,-14,0.9,2,14,-4
Cc1ccc(S(=O)(=O)N2CCCC(C(=O)N3CCCc4ccccc43)C2)cc1 (centres undefined),2,-3,-4,8,20,4.0,0,27,-3
Cc1ccc(S(=O)(=O)Nc2cccc(-c3ccc4nnc(C)n4n3)c2)s1,-1,0,-10,5,10,-0.7,-2,9,5
COc1ccc(NC(=O)c2cccnc2Nc2ccccc2)cc1,-30,-1,9,5,11,-2.0,-5,24,-5
CCCOc1ccc(C2C(=O)N(C3CCCCC3)CC(=O)N2C2CC2)cc1OC (centres undefined),-31,0,2,5,-1,-0.4,-9,-3,-10
COc1ccc(CCc2nnc(CCC(=O)NCc3cc(C(C)C)no3)o2)cc1,-4,7,4,10,-22,0.2,8,-27,0
COCCn1nnnc1C(c1ccc(OC)cc1OC)N1CCN(c2ccccc2)CC1 (centres undefined),14,-1,-7,0,7,0.0,1,26,-9
COc1ccc(NC(=O)C2CCCO2)cc1OC (centres undefined),3,-6,-22,4,4,-2.4,-1,-1,-8
O=C(c1cnc(-c2ccccc2)s1)c1ccc(Cl)cc1Cl,-12,-1,-5,4,-4,-0.7,5,36,-11
COc1ccc(/C=C/C(=O)NC(=S)Nc2ccc(S(=O)(=O)Nc3ccc(OC)nn3)cc2)cc1,22,-3,-13,3,1,1.1,0,15,-21
O=C(Nc1ccc(Cl)c(Cl)c1)N1CC=CCC1,13,-2,-18,3,2,2.9,2,-14,-35
COc1ccccc1C(c1nnnn1Cc1ccccc1)N1CCN(C2CCCC2)CC1 (centres undefined),-24,2,8,4,-5,1.1,6,-7,0
O=C1c2ccccc2C(=O)N1c1cccnc1,-2,-1,8,3,-5,-0.5,1,6,-17
CC(C)CNC(=S)NC(=O)c1ccc(Cl)cc1Cl,7,0,-5,6,2,0.4,5,44,-9
CCOc1cc(Br)c(/C=C2/C(=O)N(C)C(=S)N2CC(=O)OC)cc1OC,-6,0,-5,9,-6,0.8,10,10,-1
CC(NC(=O)NC1CCCCC1)c1ccc2c(c1)OCO2 (centres undefined),9,-3,-18,4,8,2.7,-8,31,0
O=C(CCn1nc(-c2ccccc2)ccc1=O)NCCCN1CCCCCC1,15,2,-12,4,-20,-3.9,-1,-7,-9
Clc1ccccc1CSc1nncn1NC/C=C/c1ccccc1,-12,-1,-11,4,-19,1.9,7,31,-7
# (cont.)
SMILES,NPY-Y1 PAM-ag,Ba/F3 V617F tox,S1P4 antagonist,BaF3 tox,NPY-Y2 PAM-ag,S1P4 agonist,NPY-Y1 antag,CHOP inh,NCF1 inh
CC(C)N(C(=O)CSc1nnc(NC(=O)c2cccs2)s1)C(C)C,-24,-4,0,3,7,-0.3,3,5,2
COCCCNC(=O)COc1ccc(-c2nccc(-c3ccccn3)n2)cc1,0,4,-2,1,-8,0.0,0,63,-9
CC(=O)c1cc(C#N)c(N2CCCCC2)nc1C,-6,-2,-9,7,-6,0.1,3,14,5
COc1ccc(CC(=O)Nc2ncc([N+](=O)[O-])s2)cc1OC,13,3,-16,5,3,0.5,2,-3,-2
Cc1ccc2c(c1)/C(=N/O)CCS2,-19,0,-4,3,-6,-1.2,2,33,-9
CCC(=O)N1c2ccc(S(=O)(=O)CCC(=O)N3CCn4c3nc3ccccc34)cc2CC1C (centres undefined),5,0,3,-1,3,0.8,-2,31,2
O=C1CSC(c2cccnc2)N1c1ccccc1 (centres undefined),-15,1,8,3,8,-0.2,.,-4,-4
COC(=O)Oc1ccc(/C=N/NC(=O)CSCc2ccccc2Br)cc1OC,14,3,-12,10,13,-0.8,-4,96*,-3
N#Cc1nc(Cc2ccccc2)oc1NCCN1CCOCC1,-4,5,-12,5,-10,-0.2,0,-12,-1
O=C(Cc1ccc(Cl)c(Cl)c1)Nc1ccc(SC(F)F)cc1,23,6,-10,6,0,1.7,-4,88*,-18
O=C(/C=C/c1ccc([N+](=O)[O-])cc1)c1cccs1,-6,-3,18,-2,-12,-1.2,.,-27,6
CN(C)CCNC(=O)c1ccc2c(c1)N(Cc1ccc(F)cc1)CCS2,75*,-2,-21,2,65*,-2.4,-8,9,-15
CCCOc1ccc(OCCCCNC(C)CC)cc1 (centres undefined),14,1,5,6,3,-0.1,-1,44,-8
O=C(CCS(=O)(=O)Cc1ccccc1)NCCc1ccccc1,-21,-2,4,1,-14,1.4,-3,-6,-2
CCCCNc1cc(C)nc(N2CCOCC2)n1,-7,-2,4,4,9,-0.7,1,8,-5
Cc1ccc(S(=O)(=O)n2nccc2-c2c(-c3ccc(Cl)cc3)noc2C)cc1,9,-4,1,-1,4,0.0,.,20,-10
Cc1cccc(C(C)C)c1NC(=O)c1ccc(CN(c2ccccc2)S(=O)(=O)c2ccccc2)cc1,11,-2,0,1,-2,0.6,5,-11,2
CC(C)Cn1c(S(=O)(=O)O)nc2ccccc21,-3,0,-6,-1,-34,2.3,.,-9,-11
C/C(N)=C(/C#N)C(=O)CSc1nnc(NC(C)C)s1,-12,-1,2,1,8,-1.4,1,0,-14
O=C(NC1CCCCC1)C(c1ccco1)N(C(=O)c1csnn1)C1CCCC1 (centres undefined),-1,-4,-4,3,-10,-1.0,9,6,-13
Nc1ccc2c(c1)N1CCN=C1S2,-4,2,7,3,-9,-0.5,-5,35,-12
CCOC(=O)C1C(=O)C=C(c2ccc(C)cc2)CC1c1ccccc1 (centres undefined),-15,6,-5,5,-15,2.5,4,15,-3
N#C/C(=C\c1ccc(-c2ccccc2[N+](=O)[O-])o1)C(=O)Nc1nc(-c2cccs2)cs1,-14,-1,-18,2,0,0.8,-2,17,-14
Nc1ccccc1OCP(=O)(c1ccccc1)c1ccccc1,-9,4,-10,10,1,-0.5,-6,-9,-2
Cc1ccc2onc(CC(=O)O)c2c1,13,-2,-24,2,-2,0.3,-3,7,-4

# Complete entries as entered above:
# Record of `Nc1ccc2c(c1)N1CCN=C1S2` : NPY-Y1 PAM-ag: -4; Ba/F3 V617F tox: 2; S1P4 antagonist: 7; BaF3 tox: 3; NPY-Y2 PAM-ag: -9; S1P4 agonist: -0.5; NPY-Y1 antag: -5; CHOP inh: 35; NCF1 inh: -12
# Record of `CC(C)Cn1c(S(=O)(=O)O)nc2ccccc21` : NPY-Y1 PAM-ag: -3; Ba/F3 V617F tox: 0; S1P4 antagonist: -6; BaF3 tox: -1; NPY-Y2 PAM-ag: -34; S1P4 agonist: 2.3; NPY-Y1 antag: .; CHOP inh: -9; NCF1 inh: -11

# A section taken from the entries so far:
SMILES,NPY-Y1 PAM-ag,Ba/F3 V617F tox,S1P4 antagonist,BaF3 tox,NPY-Y2 PAM-ag,S1P4 agonist,NPY-Y1 antag,CHOP inh,NCF1 inh
CCOC(=O)C1C(=O)C=C(c2ccc(C)cc2)CC1c1ccccc1 (centres undefined),-15,6,-5,5,-15,2.5,4,15,-3
N#C/C(=C\c1ccc(-c2ccccc2[N+](=O)[O-])o1)C(=O)Nc1nc(-c2cccs2)cs1,-14,-1,-18,2,0,0.8,-2,17,-14
Nc1ccccc1OCP(=O)(c1ccccc1)c1ccccc1,-9,4,-10,10,1,-0.5,-6,-9,-2
Cc1ccc2onc(CC(=O)O)c2c1,13,-2,-24,2,-2,0.3,-3,7,-4

# Back to the main list with the 4 entries that preceded the break.
SMILES,NPY-Y1 PAM-ag,Ba/F3 V617F tox,S1P4 antagonist,BaF3 tox,NPY-Y2 PAM-ag,S1P4 agonist,NPY-Y1 antag,CHOP inh,NCF1 inh
CCOC(=O)C1C(=O)C=C(c2ccc(C)cc2)CC1c1ccccc1 (centres undefined),-15,6,-5,5,-15,2.5,4,15,-3
N#C/C(=C\c1ccc(-c2ccccc2[N+](=O)[O-])o1)C(=O)Nc1nc(-c2cccs2)cs1,-14,-1,-18,2,0,0.8,-2,17,-14
Nc1ccccc1OCP(=O)(c1ccccc1)c1ccccc1,-9,4,-10,10,1,-0.5,-6,-9,-2
Cc1ccc2onc(CC(=O)O)c2c1,13,-2,-24,2,-2,0.3,-3,7,-4
Cc1cc2c(cc(C(=O)OC(C(=O)NCc3ccco3)C(C)C)n2C)o1 (centres undefined),-13,4,-1,6,0,1.3,2,54,-16
Cc1nc2ccccc2c(=O)n1NC(=O)c1ccc(F)cc1Cl,-15,-3,-10,5,-10,0.6,9,41,-15
O=C(NNC(=O)c1cccs1)c1ccc([N+](=O)[O-])cc1,7,3,-19,0,-8,-1.7,-5,-13,-3
Cc1ccc(C)c(NC(=O)CS(=O)(=O)c2c[nH]c3ccccc23)c1,24,-2,2,-2,29,-0.6,-9,27,1
O=C(CCn1nc(-c2ccccc2)c2ccccc2c1=O)NCC1CCCO1 (centres undefined),18,0,-12,2,-9,-1.2,0,11,-7
O=C(Cc1ccccc1)N1CCC(C(=O)N2CCN(c3ccc(F)cc3)CC2)CC1,2,-1,-2,5,2,1.4,-4,3,3
Cc1noc(C)c1CSc1nc2ccccc2c(=O)n1-c1ccc(F)cc1F,-17,0,-6,8,-2,-1.3,18,.,-13
COc1ccc(-c2nc(NC(=O)Cn3c(=O)oc4ccccc43)sc2C)cc1,-10,-4,-12,0,2,3.4,-3,50,-46
CCCCCn1cnc2sc(-c3ccccc3)cc2c1=O,-3,3,-10,13,1,-0.1,5,3,4
CCn1c(C)nc2cc(-c3nnc(-c4c(-c5ccccc5)noc4C)o3)ccc21,-25,3,-13,4,-35,-0.4,3,102*,-18

# Bioassay records from PubChem.

# Not a hit list. About 7.1% of those tested had a hit in this group.
